High-throughput results deposited in PubChem BioAssay by National Center for Advancing Translational Sciences (NCATS).
IkB sig inh = IkB pathway inhibition in ABC-DLBCL cells; ABC-DLBCL IkBa-CBG/CBR dual luciferase ratio, 4 h; response scale: scaled: untreated 0%, proteasome inhibitor 100%; Potency, µM (titrated, usually from 57.1 µM), without a hit: top-dose IkBa stabilization activation; 110,000 tested, 0.04% active; AID 445; active = well fitted curve in the direction sought with a large enough effect in the signal ratio, not every such curve was filed as active; inconclusive = small, poorly fitted or top-dose-only effect, or a change in a side signal; the % refers to the signal ratio;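 note: the direction sought is a rising ratio; 0% = basal untreated cells and 100% = reference inhibitor full response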
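Curves were fitted separately to fusion (green), unfused (red) and ratio luminescence, then classed by r2, magnitude and activity. Cells: OCI-Ly3, 4 h compound plus doxycycline at 37C; 10 uM MG-132 defined full response.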
p53ts 32C tox = p53ts cell cytotoxicity, permissive temperature | Potency, µM (top dose mostly 46.1 µM), inactives show at the top dose activity change, negative = cytotoxicity, most hits filed as cytotoxic | 130,000 tested, 0.93% active | H1299-p53A138V at 32C, ATP luminescence viability, 24 h;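 note: 0% = DMSO and -100% = full killing by reference compound; nearly all actives have a fitted effect of over 55% in size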
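H1299-p53 A138V cells (temperature-sensitive p53) exposed 24 h to up to 46 uM compound at 32C, where p53 is wild-type in conformation. Viability read as ATP luminescence and normalised to DMSO and 100 uM tamoxifen. AC50 fitted with the Hill equation.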
p53ts 39C tox = kills p53ts cells at the nonpermissive temperature. H1299-p53A138V viability at 39C, ATP luminescence, 24 h. Potency, µM (top dose mostly 46.1 µM), without a hit: at the top dose activity change, negative = cell killing, usual class: cytotoxic. 130,000 tested, 1.5% active; note: nearly all actives have a fitted effect of over 55% in size
Peg3 imprint = inducers of genomic imprint erasure in mouse ES cells. 110,000 tested, 0.02% active. AID 1948. Potency, µM (top dose mostly 60.7 µM), for the others: top-dose activity change, positive = activation, usual class: activators. mouse ES Peg3-LacZ reporter, beta-gal luminescence, 40 h;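 note: 0% = negative control wells on the plate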
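Imprint erasure is scored as LacZ activity from the silenced maternal Peg3 allele in feeder-free female ES cells cultured 40 h with LIF. Luminescence is normalized to in-plate negative controls and fitted to the Hill equation.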
* marks the source's active call; other numbers are inactive results; ? = inconclusive; . = not tested or not shown; [ ] = dose if it differs, or a comment. Unless noted, calls come from the whole dose curve; as a rule, active = well fitted curve in the direction sought with a large enough effect; inconclusive = small, poorly fitted or top-dose-only effect, or another doubt; inactive = no such curve, though single readings can be large; an effect the other way counts as inactive or inconclusive. Unless noted, % is set by controls: 0 for no effect and ±100 for the full control effect; potency is the fitted concentration of half-maximal effect. Not a hit list; any-hit rate near 1.7%.

Key to letters: A = IkB sig inh; B = p53ts 32C tox; C = p53ts 39C tox; D = Peg3 imprint
CCN1CCN(C(=O)CN2C(=O)c3cccc4cccc2c34)CC1
  A: .	B: 0%	C: 8%	D: .

Cc1ccc(NS(=O)(=O)c2c(C)nc3sc(C)cn3c2=O)c(C)c1
  A: -1.7%	B: 2%	C: -12%	D: -17%[10.9 µM]

O=C(c1ccco1)N1CCN(C(=O)c2cccn3c(=O)c4c5c(sc4nc23)CCCC5)CC1
  A: -0.2%	B: -14%	C: -15%	D: 1%

CN(C(=O)CSc1nnc(-c2ccc([N+](=O)[O-])cc2)o1)c1ccccc1
  A: -0.8%	B: -5%	C: 1%	D: -15%[10.9 µM]

COc1ccc(-c2ccc(S(=O)(=O)N3CCOCC3)cc2)cc1
  A: -5.7%	B: -2%	C: -5%	D: -9%

Nc1c(C(=O)NC2CCCCC2)c2nc3ccccc3nc2n1/N=C/c1ccco1
  A: 10%	B: 0%	C: -1%	D: -6%

CC1(C)CC(=O)C2(CC3=C(CC(C)(C)CC3=O)O2)C(=O)C1
  A: 4.2%	B: 0%	C: 3%	D: 3%

CCNc1ncc2nc(-c3ccccc3)c(=O)n(Cc3cccs3)c2n1
  A: -2.3%[11.4 µM]	B: -22%	C: -24%	D: ?

COc1cccc(OCC(O)CO)c1 (stereo not drawn)
  A: 2.6%	B: -3%	C: -14%	D: 0%

O=C(O)/C(Cc1ccnc2ccccc12)=N\O
  A: -0.3%[11.4 µM]	B: 1%[9.22 µM]	C: 2%[9.22 µM]	D: -10%[10.9 µM]

Cc1ccccc1C(=O)Nc1cccc(NC(=O)Cn2cnc3c(=O)n(C)c(=O)n(C)c32)c1
  A: 8.6%	B: 5%	C: 2%	D: -22%

CCOC(=O)c1c(C)sc(-c2c(-c3ccc4c(c3)OCCO4)[nH]c3c2c(=O)[nH]c(=O)n3C)c1O
  A: ?	B: 13%	C: -14%	D: -5%[10.9 µM]

O=C(CCc1nc2ccccc2c(=O)[nH]1)OCC(=O)N1CCN(S(=O)(=O)c2ccccc2)CC1
  A: -0.3%	B: 3%	C: 2%	D: -7%

CN(CC(=O)NC1CCCCC1)S(=O)(=O)c1ccc(Br)s1
  A: 0.3%	B: 1%	C: 0%	D: 17%

Cc1ccnc(NC(=O)CCC(=O)N(CC(=O)NC2CCCCC2)CC2CCCO2)c1 (stereo not drawn)
  A: -4.3%	B: 6%	C: -1%	D: .

CCOC(=O)N1CCN(c2ncc3c(n2)CC(c2ccc(Cl)cc2)CC3=O)CC1 (stereo not drawn)
  A: ?	B: 34%[activator]	C: 2%	D: -11%[10.9 µM]

CC(C(=O)N1CCOCC1)(c1ccccc1)c1ccccc1
  A: -0.4%	B: 1%	C: 1%	D: -21%

CCCCOC(=O)Nc1nnc(-c2ccccc2OC)s1
  A: 0.1%	B: 1%	C: 3%	D: -6%

COc1cccc(NC(=O)CSc2nccn2Cc2ccc3c(c2)OCO3)c1
  A: ?	B: 1%	C: -1%	D: -10%[10.9 µM]

c1ccc(Cc2nnc3sc(-c4ccco4)nn23)cc1
  A: 3.8%	B: 12%	C: 2%	D: 6%

Cc1ccc(Cn2ccnc2SCC(=O)NCc2ccccc2Cl)cc1
  A: 0.8%	B: -7%	C: ?	D: 14%[10.9 µM]

CCOc1ccc(OCC)c(NC(=O)C2CCCN(S(=O)(=O)c3ccc(C)cc3)C2)c1 (stereo not drawn)
  A: ?	B: -4%	C: -7%	D: -12%[10.9 µM]

CCOC(=O)N1CCN(CC(=O)Nc2cc(OCC)ccc2OCC)CC1
  A: -0.4%	B: 15%	C: 1%	D: -13%

O=C(NCc1ccncc1)C(F)(F)C(F)(F)C(=O)NCc1ccncc1
  A: -1.3%	B: 3%	C: 5%	D: 6%

COc1ccccc1N1CCN(CCCNC(=O)Nc2ccccc2C)CC1
  A: -0.3%	B: -5%	C: 14%	D: -2%

Given as a markdown table: 6 of the compounds above
| molecule | IkB sig inh | p53ts 32C tox | p53ts 39C tox | Peg3 imprint |
| --- | --- | --- | --- | --- |
| CCCCOC(=O)Nc1nnc(-c2ccccc2OC)s1 | 0.1% | 1% | 3% | -6% |
| COc1cccc(NC(=O)CSc2nccn2Cc2ccc3c(c2)OCO3)c1 | ? | 1% | -1% | -10%[10.9 µM] |
| c1ccc(Cc2nnc3sc(-c4ccco4)nn23)cc1 | 3.8% | 12% | 2% | 6% |
| Cc1ccc(Cn2ccnc2SCC(=O)NCc2ccccc2Cl)cc1 | 0.8% | -7% | ? | 14%[10.9 µM] |
| CCOc1ccc(OCC)c(NC(=O)C2CCCN(S(=O)(=O)c3ccc(C)cc3)C2)c1 (stereo not drawn) | ? | -4% | -7% | -12%[10.9 µM] |
| CCOC(=O)N1CCN(CC(=O)Nc2cc(OCC)ccc2OCC)CC1 | -0.4% | 15% | 1% | -13% |

Carrying on:
Key to letters: A = IkB sig inh; B = p53ts 32C tox; C = p53ts 39C tox; D = Peg3 imprint
CCc1nnc(NC(=O)C2CCCN(c3nc4ccccc4s3)C2)s1 (stereo not drawn)
  A: -0.2%	B: 5%	C: 1%	D: -12%

O=C(/C=C/c1ccccc1Cl)N1CCC(c2nc3ccccc3o2)CC1
  A: 1.5%	B: -9%	C: -21%	D: -18%[10.9 µM]

O=C(c1cccc(F)c1)N1CCCC(C(=O)N2CCCC2)C1 (stereo not drawn)
  A: 0.9%	B: 6%	C: 5%	D: -12%

COc1ccc(C(=O)Nn2c(SCC(=O)NCc3ccco3)nc3ccccc3c2=O)cc1
  A: 4.0%	B: 15%	C: -20%	D: -30%[inhibitor]

COc1ccc(OC)c2c(N3CCN(C)CC3)cc(C(F)(F)F)nc12
  A: -1.6%	B: -10%	C: 6%	D: -3%

Cc1ccc(S(=O)(=O)Oc2cc(S(=O)(=O)O)cc3cc(S(=O)(=O)O)cc(N)c23)cc1
  A: 0.5%[11.4 µM]	B: 5%[9.22 µM]	C: 10%[9.22 µM]	D: -10%[10.9 µM]

N#CCSc1nc(-c2ccccc2)cs1
  A: -6.3%	B: 8%	C: -8%	D: -24%

Cc1cc(C)cc(NC(=O)CSc2nc(=O)n(CCN3CCOCC3)c3c2CCC3)c1
  A: -0.2%	B: -4%	C: -4%	D: 26%[10.9 µM]

Cc1cccc2cc3ccc4ccccc4c3cc12
  A: -0.5%[11.4 µM]	B: -4%[9.22 µM]	C: 0%[9.22 µM]	D: -10%[10.9 µM]

CCOc1ccc(C2C(C(=O)NC)=C(C)Nc3nc4ccccc4n32)cc1OC (stereo not drawn)
  A: 3.1%	B: 11%	C: 9%	D: 3%

O=C(CCS(=O)(=O)c1ccc(Br)cc1)Nc1ccc(Cl)c(C(F)(F)F)c1
  A: ?	B: 2%	C: ?	D: 8%[10.9 µM]

Cc1c(NC(=O)c2cc(-c3ccc(Cl)c(Cl)c3)on2)c(=O)n(-c2ccccc2)n1C
  A: ?	B: 2%	C: -4%	D: -10%[10.9 µM]

COc1ccc(OC)c(N(C)S(=O)(=O)c2ccc3c(c2)NC(=O)CC(=O)N3)c1
  A: ?	B: 3%	C: 11%	D: -12%[10.9 µM]

CCN(Cc1cc2cc(OC)ccc2[nH]c1=O)C(=O)c1ccncc1
  A: 1.1%	B: 5%	C: 2%	D: 3%

Cc1noc(C)c1C(=O)NCCCN1CCCC1=O
  A: -1.0%	B: 0%	C: 11%	D: -4%

Cc1ccccc1C(=O)N1c2ncnn2C2(CCCCC2)[C@@H]2CCCC[C@@H]21
  A: ?	B: ?	C: -3%	D: 21%[10.9 µM]

CCCCC(=O)Nc1nnc(S(=O)(=O)N2CCCCCC2)s1
  A: ?	B: 2%	C: -7%	D: -20%[10.9 µM]

CO[C@H]1COC(=O)[C@H](C)NC(=O)C/C=C\[C@@H](C)[C@H](OC)COC(=O)[C@@H](OCc2ccccc2)/C=C\[C@@H]1C
  A: .	B: -4%[9.22 µM]	C: 2%[9.22 µM]	D: .

COc1ccc(-c2nn(-c3ccccc3)cc2C(=O)O)cc1
  A: 8.2%	B: 5%	C: 0%	D: 9%

O=C(Nc1cccc(Cl)c1)N(Cc1nc2ccccc2c(=O)[nH]1)C1CCCC1
  A: 3.8%	B: -33%	C: -2%	D: -46%[inhibitor]

Cc1ccc2nc(-c3ccc(C)s3)c(Nc3ccc4c(c3)OCCO4)n2c1
  A: ?	B: -13%	C: -12%	D: -5%[10.9 µM]

O=C(NCS(=O)(=O)c1ccccc1)c1ccccc1
  A: ?	B: -4%	C: 2%	D: 0%

Cn1c(=O)c(-c2cc(F)cc(F)c2)nc2cnc(Oc3ccccc3)nc21
  A: 2.8%[11.4 µM]	B: 9%	C: -9%	D: .

O=C(O)c1cccnc1SCC(=O)N1CCCCCC1
  A: 3.8%	B: -4%	C: 4%	D: 5%

CC(=O)C1C(=O)C=C(c2ccco2)CC1c1ccccc1 (stereo not drawn)
  A: -2.2%	B: -14%	C: -20%	D: -10%

CCOc1ccc(Nc2nc(C)c(NC(=O)c3cccc(F)c3)c(Nc3ccc(OCC)cc3)n2)cc1
  A: ?	B: -6%	C: ?	D: -17%[10.9 µM]

CCCCN(CC)CCNC(=O)c1c(C)oc2ncnc(N3CCOCC3)c12
  A: 0.0%	B: 17%	C: -19%	D: 15%[10.9 µM]

O=C(c1cccc(F)c1)N1CCc2ccccc2C1
  A: 0.6%	B: -9%	C: -10%	D: -20%

C=CCNC(=O)c1cnc2n(c1=O)CCS2
  A: 1.9%	B: 6%	C: 3%	D: 4%

CCOC(=O)CSc1nc2sc3c(c2c(=O)n1C1CCCCC1)CCN(C)C3
  A: .	B: -21%	C: 13%	D: .

Cc1cc(=O)oc2cc(OCC(=O)NCc3ccco3)ccc12
  A: .	B: 4%	C: 12%	D: .

COCCNC(=O)c1c(NC(=O)c2cc(=O)c3cc(C)cc(C)c3o2)sc2c1CCCC2
  A: -1.4%	B: 5%	C: -7%	D: -2%[10.9 µM]

CCOc1ccc(CNC(=O)c2cc3oc4ccccc4c3n2C)cc1
  A: ?	B: -27%	C: -30%	D: -8%[10.9 µM]

O=c1[nH]c2c(s1)C(c1ccccc1)C1C3CCC(C3)C1S2 (stereo not drawn)
  A: ?	B: -12%	C: 3%	D: -11%

CCN(CCCNC(=O)C1CCC(=O)N1Cc1ccc(C)cc1)c1cccc(C)c1 (stereo not drawn)
  A: ?	B: -4%	C: -3%	D: -28%

Cc1cccc(NC(=O)CSc2nc(-c3ccco3)cc(C(F)(F)F)n2)c1C
  A: 2.0%	B: 8%	C: -21%	D: -11%[10.9 µM]

CC(=O)N1CCCc2cc(S(=O)(=O)N3CCN(c4cccc(C(F)(F)F)c4)CC3)ccc21
  A: ?	B: 3%	C: -6%	D: 23%[10.9 µM]

COc1ccc2cc1Oc1ccc(cc1)C[C@@H]1c3c(cc(OC)c4c3Oc3cc5c(cc3O4)CCN[C@H]5C2)CCN1C
  A: -3.7%[11.4 µM]	B: -10%[9.22 µM]	C: -19%[9.22 µM]	D: -37%[inhibitor][10.9 µM]

CCOc1ccc(CCNC(=O)c2ccc3c(c2)N(Cc2cccc(Cl)c2)C(=O)c2ccccc2S3(=O)=O)cc1OCC
  A: -2.6%	B: 9%	C: 20%	D: -24%[10.9 µM]

CN(C)c1nc(OCCOC(=O)c2ccccc2)nc(N(C)C)n1
  A: -0.1%	B: 10%	C: -7%	D: -19%
